Assay outcomes from PubChem.
HepG2 tox = counter-screen for TGF-b inhibitors: cytotoxicity in HepG2 cells; HepG2 CAGA-GFP viability, ATP luminescence, 18 h; Potency, µM (highest dose often 46.1 µM), without a hit: at the top dose activity change, negative = cytotoxicity, hits mostly cytotoxic; hit rate 0.76% among 410,000; also: potency is read from the fitted curve at half-maximal effect; some results filed as inactive show a strong effect at the top dose
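HepG2 CAGA-GFP cells (1000/well, DMEM with 1% FBS) received compound, then TGF-beta at 500 pg/mL final, and were incubated 18 hours at 37 degrees C. Viability was read by CellTiter-Glo luminescence. Media-only wells were set as complete cell-killing and DMSO as no toxicity.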
ATXN viability = viability counter-screen for ATXN expression inhibitors; Potency, µM (doses to about 56.7 µM), usual class: cytotoxic; hit rate 0.49% among 400,000; AID 651635; S2 cells (HEK-293 line with an ATXN2-luciferase reporter) viability, CellTiter-Fluor protease fluorescence, 24 h; also: potency is read from the fitted curve at half-maximal effect; nearly all actives have a fitted effect of over 40% in size
TGFb inhibitor = blocks TGF-b signaling. hit rate 1.2% among 410,000. Potency, µM (titrated, usually from 46.1 µM), for inactives: top-dose activity, negative = inhibition, usual class: inhibitors. AID 588855. HepG2 CAGA-GFP TGF-b/SMAD3 reporter, GFP fluorescence, 18 h; TGF-beta stimulated, 500 pg/mL final; also: potency is read from the fitted curve at half-maximal effect; % is scaled to controls: 0 for no effect and ±100 for the full control effect; nearly all actives have a fitted effect of over 65% in size
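HEPG2 CAGA-GFP cells (1000/well, DMEM with 1% FBS) were pre-incubated 2 h at 37 degrees C, given compound by pin tool, then stimulated with TGF-beta at 500 pg/mL final for 18 h before per-cell GFP fluorescence imaging.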
Nrf2 ARE act = activators of Nrf2 (ARE) signaling; AREc32 ARE-luciferase reporter (MCF7-derived line), luminescence, 24 h; hit rate 0.31% among 410,000; Potency, µM (doses to about 46.1 µM), inactives show at the top dose activation, most hits filed as activators; also: potency is read from the fitted curve at half-maximal effect; % of control where 0% means no effect; nearly all actives have a fitted effect of over 65% in size
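Each well held 1000 AREc32 cells, which were incubated with compound for 24 hr at 37 deg C after overnight attachment, and ARE reporter activity was quantified by firefly luciferase luminescence.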
Nrf2 inh = blocks Nrf2 signaling. A549 ARE-Fluc reporter, luciferase luminescence, 18-24 h. Potency, µM (top dose mostly 46 µM), for inactives: at the top dose activity change, negative = inhibition, most hits filed as inhibitors. hit rate 2.1% among 360,000; also: potency is read from the fitted curve at half-maximal effect; % is scaled to controls: 0 for no effect and ±100 for the full control effect; nearly all actives have a fitted effect of over 60% in size
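A549 ARE_Fluc cells, 5000/well, 5% FBS OPTI-MEM; compounds in dose-response, 18-24 h at 37 °C/5% CO2; CellTiter-Fluor viability read (Ex 405/Em 525), then BugLite luciferase luminescence = Nrf2 activity.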
ATXN2 expr inh = ATXN2 expression inhibition. hit rate 0.72% among 360,000. HEK-293 ATXN2-luciferase reporter, luminescence, 24 h. AID 1745845. Potency, µM (series often up to 57 µM), without a hit: at the top dose activity change, negative = inhibition, most hits filed as inhibitors; also: potency is read from the fitted curve at half-maximal effect; % is scaled to controls: 0 for no effect and ±100 for the full control effect; nearly all actives have a fitted effect of over 55% in size
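qHTS (up to 57 uM final) was run with 24 h compound exposure of reporter cells at 37 °C. Each well was multiplexed: SteadyGlo luminescence measured ATXN2-luciferase expression after a fluorogenic Gly-Phe-AFC viability readout (25 uM final).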
IL2 activator = IL-2 activation. IL-2 activation reporter assay, cell-based qHTS; stimulated with anti-CD3/CD4/CD28 beads; in transgenic mouse T cells. activation, % (series mostly up to about 46 µM). hit rate 0.065% among 360,000. AID 652025; in the data active = activation above about 50%; inconclusive = mostly about 30% to 49%; also: 0% is about no effect
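EGFP and DsRed fluorescence is measured by plate cytometry in unstimulated transgenic mouse T cells exposed to compound for 60 minutes, then stimulated 18 hours at 37 degrees C with anti-CD3/anti-CD4 beads plus anti-CD28.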
A549 tox = kills or reduces viability of A549 cells in Nrf2 counter-screen; A549 ARE-Fluc cells, CellTiter-Fluor viability, 18-24 h; Potency, µM (top dose mostly 46 µM), for the others: top-dose activity change, negative = cytotoxicity, actives largely listed as inhibitors; hit rate 0.16% among 390,000; also: potency is read from the fitted curve at half-maximal effect; % is scaled to controls: 0 for no effect and ±100 for the full control effect
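Cytotoxicity counterscreen: CellTiter-Fluor fluorescence was measured in A549 ARE_Fluc cells after 18-24 h of compound exposure in a concentration series. The subsequent BugLite luminescent read reports ARE-luciferase activity.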
EPAC2 agonist = agonists of human EPAC2 (RAPGEF4); EPAC2 activation, biochemical qHTS; response scale: 100% = 6.5 mM cAMP response; Potency, µM (series often up to 154 µM), for inactives: at the top dose activation, hits mostly activators; hit rate 0.079% among 360,000; also: potency is read from the fitted curve at half-maximal effect; nearly all actives have a fitted effect of over 50% in size
Target sequence (Q8WZA2 whole entry, looked up): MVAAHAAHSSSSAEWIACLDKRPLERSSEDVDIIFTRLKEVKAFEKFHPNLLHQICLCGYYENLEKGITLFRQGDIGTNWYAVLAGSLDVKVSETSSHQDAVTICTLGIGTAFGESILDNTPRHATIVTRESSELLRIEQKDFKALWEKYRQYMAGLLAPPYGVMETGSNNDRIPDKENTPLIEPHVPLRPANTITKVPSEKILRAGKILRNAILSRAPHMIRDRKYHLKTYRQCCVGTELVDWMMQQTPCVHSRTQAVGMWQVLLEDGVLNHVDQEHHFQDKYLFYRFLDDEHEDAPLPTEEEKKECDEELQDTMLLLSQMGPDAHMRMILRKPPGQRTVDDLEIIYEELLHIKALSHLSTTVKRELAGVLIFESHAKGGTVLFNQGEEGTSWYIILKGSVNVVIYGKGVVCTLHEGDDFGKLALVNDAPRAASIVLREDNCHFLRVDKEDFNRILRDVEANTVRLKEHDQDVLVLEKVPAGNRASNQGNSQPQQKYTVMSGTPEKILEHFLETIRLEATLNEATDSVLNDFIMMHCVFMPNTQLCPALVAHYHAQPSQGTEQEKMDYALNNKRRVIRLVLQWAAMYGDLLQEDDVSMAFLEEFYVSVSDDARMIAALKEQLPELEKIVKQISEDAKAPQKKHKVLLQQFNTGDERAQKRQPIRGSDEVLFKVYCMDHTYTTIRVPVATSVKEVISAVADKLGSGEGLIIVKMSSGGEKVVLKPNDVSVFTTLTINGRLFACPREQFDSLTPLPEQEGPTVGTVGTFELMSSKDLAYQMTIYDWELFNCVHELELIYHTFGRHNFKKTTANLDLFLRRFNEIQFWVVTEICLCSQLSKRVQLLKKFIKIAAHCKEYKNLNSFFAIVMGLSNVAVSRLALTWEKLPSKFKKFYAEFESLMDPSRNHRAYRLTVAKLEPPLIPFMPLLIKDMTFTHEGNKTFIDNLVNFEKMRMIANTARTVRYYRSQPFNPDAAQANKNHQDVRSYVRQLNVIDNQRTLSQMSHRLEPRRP
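Guanine nucleotide exchange by EPAC2 is measured as reduced fluorescence of BODIPY-GDP once it is released from 250 nM Rap1B. Plates are read kinetically for 30 min at room temperature; results are scaled to 6.5 mM cAMP.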
* hit, by the source's call; i = inactive; u = inconclusive; x = no result given; & = joins results of further samples; [ ] = another dose, or the depositor's remark. Unless noted, calls follow the shape of the dose curve; as a rule, active = well fitted curve in the direction sought with a large enough effect; inconclusive = small, poorly fitted or top-dose-only effect, or another doubt; inactive = no such curve, though single readings can be large; an effect the other way counts as inactive or inconclusive.

(1) CCN1CCN(C(=O)c2ccc3c(c2)N(Cc2cccc(F)c2)C(=O)c2ccccc2S3)CC1
(2) CNC(=O)c1sc(-c2ccccc2)nc1C
(3) COC(=O)c1sccc1NC(=O)C1CCCCC1C(=O)O (stereo not drawn)
(4) NS(=O)(=O)c1ccc(NC(=O)c2ccc(S(=O)(=O)N3CCOCC3)o2)cc1
(5) CCOC(=O)C1=C(CN2CCN(C(=O)c3ccco3)CC2)NC(=O)NC1c1ccc(OC(C)C)cc1 (stereo not drawn)
(6) O=[N+]([O-])c1ncccc1Oc1nc(-c2cccnc2)nc2ccccc12

compound no.,1,2,3,4,5,6
HepG2 tox,-39%,11%,-33%,27%,18%,2%
ATXN viability,u,i,i,i,i,i
TGFb inhibitor,u,u,-9%,17%,12%,6%
Nrf2 ARE act,16%,2.6%,-0.6%,-0.2%,-1.0%,3.9%
Nrf2 inh,x,u,-11%,-4%,7%,-28%
ATXN2 expr inh,u,21%,x,-4%,-9%,u
IL2 activator,x,-0.2,-0.2,1.0,-2.9,-0.6
A549 tox,-1%,-2%,1%,-7%,1%,0%
EPAC2 agonist,x,-18%,8%,1%,-9%,16%

(7) COc1ccc(N2C(=O)NC(NC(=O)C(C)(C)C)(C(F)(F)F)C2=O)cc1 (stereo not drawn)
(8) Cc1ccccc1Cn1c(=O)n(Cc2ccco2)c(=O)c2oc3ccccc3c21
(9) CCOc1cccc(NC(=O)C(Cc2cccs2)c2nn[nH]n2)c1 (stereo not drawn)
(10) Cc1noc(NS(=O)(=O)c2ccc(NC(=O)c3nn(-c4ccc(F)cc4)ccc3=O)cc2)c1C
(11) Cc1oc2c(c(C)cc3oc(=O)c(CC(=O)NCC(=O)NCC(=O)NCC(C)O)c(C)c32)c1C (stereo not drawn)
(12) COc1ccc(C(CNC(=O)c2ccc3c(c2)OCCO3)N(C)C)cc1 (stereo not drawn)

compound no.,7,8,9,10,11,12
HepG2 tox,-19%,-4%,-1%,10%,-16%,1%
ATXN viability,i,i,x,i,i,u
TGFb inhibitor,-11%,-2%,u,1%,8%,-10%
Nrf2 ARE act,0.5%,-0.8%,-0.1%,0.5%,-1.2%,0.2%
Nrf2 inh,0%,u,u,2%,-12%,4%
ATXN2 expr inh,-6%,-1%,x,-9%,-2%,5%
IL2 activator,0.6,x,-1.1,-2.6,-2.1,-1.1
A549 tox,1%,5%,-11%,0%,-4%,-6%
EPAC2 agonist,7%,x,6%,1%,6%,9%

(13) Cc1cccc(-n2ncc3c2CCCC3NC(=O)CCc2cccnc2)c1C (stereo not drawn)
(14) COc1cc(/C=C/C(=O)OCC(=O)N2CCCc3ccccc32)ccc1OC(F)F
(15) CSCC[C@@H](C(=O)NCCCCCCCCCCC(=O)N1CCN(C(=O)OC(C)(C)C)CC1)n1cc(CCO)nn1
(16) CC1CCc2onc(C(=O)N3CCN(c4ccc(F)cc4)CC3)c2C1 (stereo not drawn)
(17) COc1ccc(C(CNC(=O)COc2ccc(C)c(C)c2)N2CCCCC2)cc1 (stereo not drawn)
(18) CCOc1ccc(/C=C(/NC(=O)c2ccccc2)C(=O)NCCC(=O)O)cc1

compound no.,13,14,15,16,17,18
HepG2 tox,4%,-8%,-7%,-16%,-16%&-37%,-2%
ATXN viability,i,i,u,x,i,i
TGFb inhibitor,-17%,2%,-27%,-24%,u,1%
Nrf2 ARE act,-0.7%,1.4%,-0.4%,0.3%,-0.1%&1.0%,3.3%
Nrf2 inh,7.3µM*,7%,u,u,3%&8%,4%
ATXN2 expr inh,-18%,-4%,u,x,-7%&-9%,-16%
IL2 activator,-5.1,2.7,-3.1,x,7.9,2.4
A549 tox,-4%,0%,2%,8%,2%&4%,1%
EPAC2 agonist,2%,7%,0%,x,-2%,17%

(19) COc1ccc(CCNC(=O)CCCn2c(=O)c3ccccc3n(CC(=O)Nc3ccc(C)cc3Cl)c2=O)cc1OC
(20) COCCNC(=O)C1CCCN(C(=O)c2cccnc2Oc2ccccc2)CC1 (stereo not drawn)
(21) CS(=O)(=O)Nc1ccc(S(=O)(=O)N2CCOCC2)cc1
(22) C=C1CCN([C@@H](Cc2ccccc2)C(=O)N2CCOCC2)S(=O)(=O)c2ccccc21
(23) COc1[nH]c(/N=C/c2ccccc2)c(C#N)c1C#N
(24) CCOC(=O)c1c(CSc2ccccc2)n(C)c2ccc(O)cc12

compound no.,19,20,21,22,23,24
HepG2 tox,-64%,-16%,2%,-20%,-9%&-10%,-6%
ATXN viability,x,i,i,u,i,i
TGFb inhibitor,u,-4%,8%,0%,50%&19%[activator],-16%
Nrf2 ARE act,-0.5%,-1.0%,-0.8%,-0.7%,0.3%,0.2%
Nrf2 inh,-19%,x,4%,-7%,-10%&30%,-10%
ATXN2 expr inh,-3%,1%,5%,-1%,2%,-10%
IL2 activator,x,0.2,0.9,0.1,4.8,-2.3
A549 tox,-14%,x,-7%,-7%,-4%&-10%,4%
EPAC2 agonist,x,7%,-4%,12%,3%,0%

As a working copy, part of the list above.
(19) COc1ccc(CCNC(=O)CCCn2c(=O)c3ccccc3n(CC(=O)Nc3ccc(C)cc3Cl)c2=O)cc1OC
(20) COCCNC(=O)C1CCCN(C(=O)c2cccnc2Oc2ccccc2)CC1 (stereo not drawn)
(21) CS(=O)(=O)Nc1ccc(S(=O)(=O)N2CCOCC2)cc1

compound no.,19,20,21
HepG2 tox,-64%,-16%,2%
ATXN viability,x,i,i
TGFb inhibitor,u,-4%,8%
Nrf2 ARE act,-0.5%,-1.0%,-0.8%
Nrf2 inh,-19%,x,4%
ATXN2 expr inh,-3%,1%,5%
IL2 activator,x,0.2,0.9
A549 tox,-14%,x,-7%
EPAC2 agonist,x,7%,-4%

The list continues.
(25) O=C(COc1ccccc1)NC1CCS(=O)(=O)C1 (stereo not drawn)
(26) COc1ccc(CNC(=O)C2CCCN(S(=O)(=O)c3c(C)nn(C)c3C)C2)cc1 (stereo not drawn)
(27) CCOC(=O)c1cc(S(=O)(=O)NCc2ccc(Cl)cc2)[nH]n1
(28) O=C(Nc1ccccc1)OCCOc1cccc(Br)c1
(29) Cc1ccc(-n2[nH]c(C)c(/C=N/NC(=O)c3ccc(O)cc3O)c2=O)cc1
(30) Cc1nc(C)c(-c2ccc(SCC(=O)Nc3ccc(F)cc3F)nn2)s1

compound no.,25,26,27,28,29,30
HepG2 tox,1%,4%,-5%,-1%,-51%,-6%
ATXN viability,i,i,i,i,i,u
TGFb inhibitor,-6%,-4%,3%,-6%,-9%,-9%
Nrf2 ARE act,-0.4%,0.3%,-0.7%,0.5%,-1.2%,-0.5%
Nrf2 inh,6%,0%,x,3%,-20%,21µM*
ATXN2 expr inh,x,6%,-3%,-15%,u,-2%
IL2 activator,0.3,-1.8,x,0.4,-1.9,-4.8
A549 tox,9%,-3%,-1%,2%,6%,-25%
EPAC2 agonist,3%,5%,x,11%,9%,-3%

(31) COc1ccc(CNC(=O)C/C(C)=N/NC(=O)COc2cccc(C)c2)cc1
(32) COc1ccc(-n2c(-c3ccc(Br)cc3)c[n+]3c2SC(C)C3)cc1 (stereo not drawn)
(33) CCOC(=O)c1cc(-c2ccccc2)n(CCC(=O)NC(C)CC)c1C (stereo not drawn)
(34) O=C(NNC(=S)NCC1CCCO1)c1ccc(S(=O)(=O)N2CCOCC2)cc1 (stereo not drawn)
(35) CCOC(=O)c1[nH]c2ccccc2c1NC(=S)Nc1cccc(C)c1C
(36) Cc1ccc2cc(COC(=O)c3cccc([N+](=O)[O-])c3)c(=O)[nH]c2c1

compound no.,31,32,33,34,35,36
HepG2 tox,14%,-5%,-3%,3%,-37%,-17%
ATXN viability,i,i,i,i,i,i
TGFb inhibitor,17%,-18%,-7%,16%,-5%,-6%
Nrf2 ARE act,3.2%,-0.1%,-0.5%,0.4%,20%,0.2%
Nrf2 inh,-4%,-25%,-24%,-4%,8%,15%
ATXN2 expr inh,-22%[11.3 µM],-27%,-3%,0%,28%,4%
IL2 activator,-0.9,-5.5,1.0,0.5,-2.2,-2.7
A549 tox,0%,-3%,1%,2%,-6%,1%
EPAC2 agonist,1%,3%,8%,2%,5%,4%

The closing three entries of the part above are carried over, then new ones follow.
(34) O=C(NNC(=S)NCC1CCCO1)c1ccc(S(=O)(=O)N2CCOCC2)cc1 (stereo not drawn)
(35) CCOC(=O)c1[nH]c2ccccc2c1NC(=S)Nc1cccc(C)c1C
(36) Cc1ccc2cc(COC(=O)c3cccc([N+](=O)[O-])c3)c(=O)[nH]c2c1
(37) Cc1cc(-c2ccc(S(=O)(=O)N3CCN(c4cccc(C)c4C)CC3)s2)on1
(38) Cc1ccc(NC(=O)Cn2ncn3c(cc4ccccc43)c2=O)cc1F
(39) CCOc1cc(/C=N/NC(=O)COc2ccc(Cl)cc2)ccc1OS(=O)(=O)c1ccccc1
(40) O=C(Nc1ccc(F)c(Cl)c1)C1CCN(c2ncnc3c2nc2n3CCCCC2)CC1
(41) Cc1cc(C)n(-c2ccc(C(=O)OCc3ccccc3)cc2)n1

compound no.,34,35,36,37,38,39,40,41
HepG2 tox,3%,-37%,-17%,6%,-7%&-15%,-2%,-2%,15%
ATXN viability,i,i,i,i,i,u,i,i
TGFb inhibitor,16%,-5%,-6%,29%,-13%&-17%,-13%,-14%,8%
Nrf2 ARE act,0.4%,20%,0.2%,-0.4%,0.4%&-0.2%,-0.6%,0.2%,-0.6%
Nrf2 inh,-4%,8%,15%,u,-12%&0%,u,-20%,3%
ATXN2 expr inh,0%,28%,4%,x,4%&-1%,-21%,-14%,x
IL2 activator,0.5,-2.2,-2.7,-0.6,-0.4,-3.3,-3.3,-1.2
A549 tox,2%,-6%,1%,-5%,7%&-2%,-22%,-2%,-7%
EPAC2 agonist,2%,5%,4%,6%,-5%,4%,-7%,7%
